AmpC inh no detg – AmpC beta-lactamase inhibition without detergent. P00811. 0.52% of 330,000 active. AID 485341. AmpC nitrocefin hydrolysis, absorbance 480 nm, 0.0001% Triton. Potency, µM (doses to about 57.1 µM), inactives show at the highest dose activity change, negative = inhibition, actives largely listed as inhibitors;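 also: potency is read from the fitted curve at half-maximal effect; plate controls were no compound for no effect and no enzyme for full effect; nearly all actives have a fitted effect of over 20% in size; some results filed as inactive show a strong effect at the top dose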
Target sequence (P00811 whole entry, looked up): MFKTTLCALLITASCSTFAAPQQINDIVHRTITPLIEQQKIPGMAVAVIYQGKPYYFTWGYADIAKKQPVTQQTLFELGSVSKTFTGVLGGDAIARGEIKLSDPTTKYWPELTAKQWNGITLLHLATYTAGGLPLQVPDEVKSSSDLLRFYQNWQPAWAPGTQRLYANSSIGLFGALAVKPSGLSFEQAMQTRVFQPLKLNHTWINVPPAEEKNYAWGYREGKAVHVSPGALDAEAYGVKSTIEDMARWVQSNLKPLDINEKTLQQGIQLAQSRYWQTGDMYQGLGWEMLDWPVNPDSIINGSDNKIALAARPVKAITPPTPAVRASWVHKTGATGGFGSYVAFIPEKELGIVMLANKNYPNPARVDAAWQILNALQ
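20 mM phosphate pH 7.0 + 0.01% (detergent screen) or 0.0001% Triton X-100; 5.3 nM AmpC reagent; cpd preinc 15 min RT; nitrocefin (800 uM stock) to start; A480 q20 s × 4 min; Activity was normalised to no-enzyme and no-compound control wells.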
AmpC inh detg – blocks E. coli AmpC beta-lactamase in detergent assay; AmpC hydrolysis of nitrocefin, absorbance 480 nm, 0.01% Triton; Potency, µM (doses to about 114 µM), inactives show at the highest dose activity change, negative = inhibition, usual class: inhibitors; 0.041% of 370,000 active; AID 485294;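 also: potency is read from the fitted curve at half-maximal effect; 0% = no-compound wells and -100% = no-enzyme wells; nearly all actives have a fitted effect of over 25% in size; some results filed as inactive show a strong effect at the top dose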
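20 mM phosphate pH 7.0 + 0.01% (detergent screen) or 0.0001% Triton X-100; 5.3 nM AmpC reagent; cpd preinc 15 min RT; nitrocefin (800 uM stock) to start; A480 q20 s × 4 min; Activity was normalised to no-enzyme and no-compound control wells.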
LmPK inh – LmPK (Leishmania mexicana) enzyme inhibition | purified LmPK, Kinase-Glo ATP luminescence, 1 h | Potency, µM (series often up to 57.5 µM), for the others: top-dose activity change, negative = inhibition, most hits filed as inhibitors | 0.37% of 290,000 active; also: potency is read from the fitted curve at half-maximal effect
Target sequence (Q27686 whole entry, looked up): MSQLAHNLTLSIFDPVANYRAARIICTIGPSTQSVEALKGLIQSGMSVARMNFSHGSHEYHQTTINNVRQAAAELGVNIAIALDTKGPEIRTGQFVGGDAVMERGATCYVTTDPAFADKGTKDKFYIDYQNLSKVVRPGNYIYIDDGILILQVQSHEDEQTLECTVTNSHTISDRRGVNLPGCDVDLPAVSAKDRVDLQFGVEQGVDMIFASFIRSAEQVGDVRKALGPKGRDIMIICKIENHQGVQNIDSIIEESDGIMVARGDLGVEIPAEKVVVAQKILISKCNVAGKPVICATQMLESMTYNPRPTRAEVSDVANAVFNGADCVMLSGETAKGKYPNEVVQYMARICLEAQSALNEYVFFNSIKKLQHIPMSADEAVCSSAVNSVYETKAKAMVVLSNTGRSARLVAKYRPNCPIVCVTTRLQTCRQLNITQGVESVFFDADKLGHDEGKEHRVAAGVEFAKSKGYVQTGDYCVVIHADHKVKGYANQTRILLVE
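ATP generated from ADP (0.1 mM) and PEP (0.5 mM) by 0.1 nM LmPK over 1 h at room temperature (pH 7.2 imidazole buffer) was detected by coupled luciferase luminescence. Values were normalized to uninhibited and no-enzyme wells.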
Sm TGR block – S. mansoni TGR enzyme inhibition; purified TGR, DTNB reduction, TNB absorbance 405 nm; 3% of 360,000 active; Potency, µM (doses to about 114 µM), without a hit: top-dose activity change, negative = inhibition, most hits filed as inhibitors; AID 485364; also: potency is read from the fitted curve at half-maximal effect; nearly all actives have a fitted effect of over 60% in size
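Kinetic colorimetric format: TGR-catalysed, NADPH-driven DTNB reduction monitored via TNB absorbance. Enzyme dispensed at 20 nM; compound exposure 15 min at room temperature before reaction start.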
TbPYK inhibitor – blocks Trypanosoma brucei pyruvate kinase; Q57TT1; TbPYK enzyme, Kinase-Glo Plus ATP luminescence, 45 min; Potency, µM (titrated, usually from 76.8 µM), inactives show top-dose activity, negative = inhibition, actives largely listed as inhibitors; 0.12% of 410,000 active; AID 624173; also: potency is read from the fitted curve at half-maximal effect; nearly all actives have a fitted effect of over 50% in size
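Readout: single end-point luminescence (Kinase-Glo Plus, 10 min). Reaction conditions were TbPYK/substrate plus 130 uM ADP, 45 min at RT, pH 7.2 TEA buffer. No-enzyme wells served as controls, and data were normalized before concentration-response fitting.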
AMA1-RON2 inh – inhibitors of Plasmodium falciparum AMA1-RON2 interaction; AlphaScreen AMA1-biotinylated RON2 peptide binding; Potency, µM (series often up to 58.2 µM), without a hit: at the top dose activity change, negative = inhibition, usual class: inhibitors; 0.2% of 360,000 active; AID 720542;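 also: potency is read from the fitted curve at half-maximal effect; 0% = vehicle wells and -100% = peptide control; nearly all actives have a fitted effect of over 45% in size; some results filed as inactive show a strong effect at the top dose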
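AMA1 (3D7) with his tag at 25 nM final met compounds first, then biotinylated RON2 peptide at 25 nM; detection used donor plus acceptor beads, 10 µg/mL apiece, read by AlphaScreen after 30 min at room temperature.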
HCMV antiviral – human cytomegalovirus inhibition; HFF cells, HCMV-luciferase reporter, 72 h; active compounds read low; AID 1259415; 4.5% of 410,000 active; activity change, negative = inhibition, % at 57.5 µM; in the data active = activity change below about -60%; inconclusive = no clear call, values can overlap the other calls; inactive = above about -39%
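After 16 h attachment at 37C, HFF cells received test compound and HCMV-luciferase (1 PFU/cell); reporter luminescence read 72 h later, data normalized against buffer-only and known inhibitor Salinomycin.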
* marks the source's active call; other numbers are inactive results; ? = inconclusive; · = not tested or not shown; [ ] = dose if it differs, or a comment. Unless noted, calls follow the shape of the dose curve; as a rule, active = well fitted curve in the direction sought with a large enough effect; inconclusive = small, poorly fitted or top-dose-only effect, or another doubt; inactive = no such curve, though single readings can be large; an effect the other way counts as inactive or inconclusive. Unless noted, % is scaled to controls: 0 for no effect and ±100 for the full control effect.

item	smiles	AmpC inh no detg	AmpC inh detg	LmPK inh	Sm TGR block	TbPYK inhibitor	AMA1-RON2 inh	HCMV antiviral
1	CN(C)c1nc(/C=C(\C#N)C(N)=O)c(Cl)n1-c1ccc(F)cc1	-9%	-3%	1%	?	-3%	6%	-6
2	CN(CCOc1ccccc1)CC(=O)Nc1cc([N+](=O)[O-])ccc1Cl	-39%	0%	0%	5%	-2%	-15%	-37
3	O=C(c1ccccc1F)n1c2c(c3ccccc31)CCCC2	-12%	?	0%	21%	8%	9%	-25
4	CCCCCn1c(=O)c(C(=O)Nc2ccncc2)c(O)c2ccccc21	-1%	-4%	3%	0%	·	·	·
5	O=C(O)CNS(=O)(=O)c1ccc(Br)s1	-3%	?	-1%	-28%	-11%	1%	19
6	Cc1ccc(/C=C/C2=Cc3c(sc(NC(=O)CSc4n[nH]c(N)n4)c3C#N)C(C)(C)C2)o1	13µM*	-7%	-16%	2.5µM*	·	·	·
7	COc1ccc(C2=NN(C(C)=O)C(c3ccccc3)C2)cc1 (stereo unspecified)	-4%	?	-5%	8%	0%	1%	101
8	CSc1ncccc1C(=O)OCC(=O)NC1CCS(=O)(=O)C1 (stereo unspecified)	-24%	-21%	2%	0%	-2%	1%	-11
9	C[C@@H]1CCCCO[C@H](CN(C)C(=O)Cc2ccccc2)[C@@H](C)CN([C@H](C)CO)C(=O)c2cc(NC(=O)Nc3ccccc3)ccc2O1	·	·	·	·	7%	0%	-2
10	COc1cccc(N2CCN(c3nc4ccc(C(=O)c5ccccc5)cc4n4c(C)nnc34)CC2)c1	·	1%	·	10%	6%[15.4 µM]	·	?
11	Cc1ccnc(Nc2nc(-c3ccc(F)cc3)cs2)c1	-33%	2%	5%	18%	2%	?	33
12	CC(=O)c1cccc(S(=O)(=O)Nc2c(C)nn(C)c2C)c1	-20%	5%	·	?	-2%	4%	-5
13	CCc1nccc2c1[nH]c1ccccc12	-4%	-14%	·	3%	-2%	-4%	·
14	Cc1cc(C)cc(NC(=O)Nc2ccc(Cl)cn2)c1	-24%	3%	7%	18%	7%	-7%	?
15	CCOC(=O)c1sc(-n2[nH]c(C)cc2=O)nc1C	-28%	-12%	-4%	?	-2%	0%	-4
16	COc1ccc(C)cc1NC(=S)N1CC(C)OC(C)C1 (stereo unspecified)	36%	-1%	-12%	-4%	-9%	-8%	8

Down the list, from the results shown:
Entries 9 to 15 in AmpC inh no detg read ·, ·, -33%, -20%, -4%, -24%, -28%

Next section
item	smiles	AmpC inh no detg	AmpC inh detg	LmPK inh	Sm TGR block	TbPYK inhibitor	AMA1-RON2 inh	HCMV antiviral
17	CN(C)c1nc(OCCNC(=O)Nc2ccccc2)nc(N(C)C)n1	-7%	-10%	-5%	-10%	33%[activator]	4%	-20
18	Cc1cc(C)c(NC(=O)C(C)N2CCCCCC2)c(C)c1 (stereo unspecified)	-12%	-12%	4%	-18%	-2%	1%	-16
19	CC(C)CNC(=O)C1c2ccccc2Oc2ccccc21	-10%	1%	2%	-1%	4%	-3%	-38
20	CC(=O)Cc1cc(O)c2ccccc2c1OC(=O)c1ccccc1	-4%	1%	1%	·	1%	-14%	-73*
21	O=C(COC(=O)c1ccccc1SCC(=O)N1CCCC1)Nc1ccccc1C(F)(F)F	33%	4%	-3%	-5%	-1%	-4%	15
22	Cc1ccccc1CNC(=O)CN1CCSc2ccccc21	·	-4%	·	4%	-1%	·	39
23	O=C(Nc1nnc(-c2ccccc2Cl)o1)c1nc2ccccc2s1	-28%	?	1%	-10%	1%	134%[activator]	46
24	CCOC(=O)c1cc(C#N)c(SC)nc1-c1ccccc1	-9%	-5%	3%	-1%	-1%	29%	-15
25	COc1ccc(Br)cc1/C=N/NC(=O)CN1CCN(Cc2ccccc2)CC1	1%	-9%	-10%	0%	6%	-7%	41
26	CC(Sc1nnc(COc2ccccc2)n1Cc1ccccc1)C(=O)O (stereo unspecified)	-15%	-5%	0%	-6%	-26%	22%	-17
27	CCOC(=O)c1cc(C)[nH]c1C	-11%	0%	-2%	-1%	0%	7%	22
28	Cc1ccc(/C=N\NC(=O)c2ccc3c(c2)OCO3)o1	-21%	-1%	-17%	0%	0%	21%	36
29	COC(=O)CN1C(=O)CSc2ccc(S(=O)(=O)Nc3ccc(Cl)cc3C)cc21	·	20%	·	3%	3%	·	-38
30	COc1cccc(CNC(=O)CCCn2ccc3cc(S(=O)(=O)N4CCCC4)ccc32)c1	-21%	-11%	2%	0%	-5%	-7%	-26
31	COc1ccc(NC(C)=O)cc1NC(=O)CN1CCN(C(=O)c2ccco2)CC1	-12%	-12%	0%	4%	-1%	-6%	-18
32	CCOC(=O)c1ccc(Cn2c(-c3ccccc3)nnc2-c2ccccc2)o1	75%[activator]	-9%	-2%	-6%	-5%	1%	32
33	O=C(COC(=O)c1cc[n+]([O-])cc1)NCc1ccccc1Cl	-19%[11.4 µM]	?	-1%	0%	4%	-4%	2
34	COc1ccc(/C=N/NC(=O)c2[nH]c3ccc(Cl)cc3c2-c2ccccc2)c(C(=O)O)c1OC	-19%	?	-2%	-8%	-7%	5%	-99*
35	CC(C)CC(=O)O/N=C1\C(=O)N(c2ccccc2)c2ccccc21	-26%	-8%	1%	13%	2%	1%	32
36	CCCS(=O)(=O)NC(=O)C1(C)CCN(C(=O)Cc2ccc(OC)c(OC)c2)C1 (stereo unspecified)	·	·	·	·	0%	3%	-22
37	CC(=O)c1ccc(NC(=O)c2cn(-c3ccccc3)nc2-c2ccncc2)cc1	-28%	-2%	2%	-12%	-9%	3%	4
38	CCCCCCc1ccc(-c2ncc(N)cn2)cc1	36%	6%	-1%	1%	-1%	-5%	-3
39	[O-][n+]1onc2c3cc(-c4ccccc4)nnc3ccc21	-7%	-14%	0%	12%	5%	20%	-99*
40	COc1cc(/C=C/C(=O)OCC(=O)Nc2ccc(NC(C)=O)cc2)cc(S(=O)(=O)N2CCc3ccccc32)c1OC	112%[activator]	-12%	-1%	4%	-1%	-8%	-14
41	O=C(CSc1nc(O)cc(=O)n1-c1ccccc1)Nc1ccccn1	11µM*	1%	1%	-22%	-8%	-12%	?
42	O=c1cccc2n1CC1CNCC2C1 (stereo unspecified)	-19%	-6%	-2%	-17%	2%	6%	24
43	CC(=O)c1cccc(-c2ccc(CN3C(CC(C)C)C(=O)N(Cc4cn(CC5CCCCC5)nn4)CCS3(=O)=O)cc2)c1 (stereo unspecified)	·	·	·	·	2%	0%	4
44	CN(c1ccccc1)S(=O)(=O)c1ccc(Cl)c(C(=O)OCC(=O)c2c(N)n(C)c(=O)n(C)c2=O)c1	·	·	·	·	1%	-1%	-11
45	O=C(O)/C=C\C(=O)Nc1ccc(N2CCN(c3ccc(F)cc3)CC2)cc1	-12%	-7%	6%	-3%	-14%	-29%	-34
46	Cc1cc(NC(=O)c2ccc(F)cc2F)n(-c2nc3ccccc3[nH]2)n1	-3%	-1%	-3%	4%	1%	44%[activator]	7
47	O=C(CSc1ccc2nnc(-c3ccc(Cl)cc3)n2n1)N1CCCc2ccccc21	3%	-11%	4%	-17%	-25%	-7%	-34
48	COc1cccc(-c2nc(CS(=O)(=O)CC(=O)NCc3ccccc3OC)c(C)o2)c1	27%	1%	8%	9%	-1%	2%	-4
49	O=C1c2oc3ccccc3c(=O)c2C(c2ccccn2)N1Cc1ccccc1 (stereo unspecified)	-20%	1%	-3%	-2%	3%	25%	-22
50	COc1ccc(/C=C2\Oc3cc(OCC(=O)N4CCC[C@H]4C(=O)O)ccc3C2=O)c(OC)c1	25%	?	-1%	27%	-7%	11%	·
51	CC(=O)NCc1nc2ccccc2n1Cc1ccccc1F	5%	-7%	-1%	0%	-13%	-17%	-38
52	O=C(COC(=O)[C@H](Cc1ccccc1)NC(=O)c1cccs1)NC1CC1	-16%	?	1%	-9%	-1%	-2%	-18
53	c1ccc(OCc2nnc3n2N=C(c2ccccc2)CS3)cc1	-15%	0%	0%[11.5 µM]	4%	?	30%	80
54	Cc1ccc(Cn2nnc3c(=O)n(CC(=O)NCc4ccco4)cnc32)cc1	-18%	1%	-3%	-19%	8%	-10%	28
55	OC(COC(c1ccc(Cl)cc1)c1ccc(Cl)cc1)CN1CCCC1 (stereo unspecified)	·	-2%	-4%	6%	-2%	22%	28
56	O=c1c(-c2nc3ccccc3s2)cccn1Cc1ccc(Cl)cc1	-14%	-1%	1%	-1%	-19%	31%[activator]	-22

An excerpt from above in order of count of non-hydrogen atoms, ascending.
item	smiles	AmpC inh no detg	AmpC inh detg	LmPK inh	Sm TGR block	TbPYK inhibitor	AMA1-RON2 inh	HCMV antiviral
55	OC(COC(c1ccc(Cl)cc1)c1ccc(Cl)cc1)CN1CCCC1 (stereo unspecified)	·	-2%	-4%	6%	-2%	22%	28
54	Cc1ccc(Cn2nnc3c(=O)n(CC(=O)NCc4ccco4)cnc32)cc1	-18%	1%	-3%	-19%	8%	-10%	28
50	COc1ccc(/C=C2\Oc3cc(OCC(=O)N4CCC[C@H]4C(=O)O)ccc3C2=O)c(OC)c1	25%	?	-1%	27%	-7%	11%	·

(listing goes on)
item	smiles	AmpC inh no detg	AmpC inh detg	LmPK inh	Sm TGR block	TbPYK inhibitor	AMA1-RON2 inh	HCMV antiviral
57	CSc1nc2ccccc2n1CC(=O)Nc1c(C)cccc1C	-14%	0%	5%	6%	2%	1%	69
58	COc1ccc(CCNC(=O)c2ccc3ccccc3n2)cc1	-8%	-2%	1%	7%	-3%	8%	36
59	COCCNC(=O)Cn1cc2c(n1)-c1c(oc(C(=O)N3CCCC3)c1C)CC2	·	-1%	·	-24%	7%	·	-37
60	CN(Cc1ccc(F)cc1)C(=O)CNC(=O)c1ccc2c(c1)OCO2	-16%	1%	·	2%	-3%	9%	-27
61	COc1cc(C(CCN2CCOCC2)c2c(OC)cc(OC)c3c2OC(=O)CC3c2ccc(N(C)C)cc2)cc(OC)c1OC (stereo unspecified)	198%[activator]	0%	0%	-16%	-6%	20µM*	20
62	Cc1nc(CCNS(=O)(=O)c2cccnc2)cs1	-11%	3%	2%	5%	8%	-1%	13
63	O=C(COc1cccc(Cl)c1)NCC(c1cccs1)N1CCOCC1 (stereo unspecified)	138%[activator]	7%	·	-25%	-13%	10%	0
64	COc1ccc(S(=O)(=O)NCCCN2CCOCC2)c2ccccc12	-3%	?	0%	-2%	-3%	-29%	-29
65	CCOC(=O)C1C(=O)CC(C)(O)C(C(=O)OCC)C1c1ccccc1 (stereo unspecified)	-1%	-3%	0%	15%	29%	0%	39
66	Cc1ccc(NC(=O)Cc2n[nH]c(=O)c3ccccc23)cc1S(=O)(=O)N1CCCCCC1	-36%	7%	·	2%	0%	8%[11.6 µM]	-69*

An unsorted share of the library. About 7.4% of those tested had a hit in this group.
